Compound activity: PubChem, National Center for Advancing Translational Sciences (NCATS)
HP1b binding inh: HTS for Inhibitors of HP1-beta Chromodomain Interactions with Methylated Histone Tails. Chromobox protein homolog 1 (Homo sapiens), P83916. AlphaScreen HP1-beta / biotin-H3K9me3 peptide binding. Potency, µM (top dose mostly 114 µM), without a hit: top-dose activity change, negative = inhibition, actives largely listed as inhibitors. 390,000 tested, 0.56% active. AID 540317, 2011; further: potency means the concentration at half of the fitted maximal effect; nearly all actives have a fitted effect of over 70% in size; inactives centre near 23
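AlphaScreen: HP1-beta (50 nM) preformed 30 min with biotin-H3(1-18)K9me3 peptide (50 nM) in PBS pH 7.4, 0.01% Tween-20. Compound added for 30 min at RT, then streptavidin donor/nickel chelate acceptor beads (10 ug/mL) for 30 min.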
PI4K2A block: qHTS for small molecular inhibitors of PI4K2A. 420,000 tested, 0.13% active. activity change, negative = inhibition, % at 76.9 µM. AID 1346378, 2018. Phosphatidylinositol 4-kinase type 2-alpha (Homo sapiens), Q9BTU6. purified PI4K2A, ADP-Glo luminescence, 1 h; stronger effect = lower value; in the data active means activity change below about -50%; inconclusive means mostly about -30% to -49%;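 further: -100% = wells without enzyme as full effect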
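In this quantitative HTS, ADP production by PI4K2A was quantified luminescently after 1 h at ambient temperature; 100 microM adenosine served as plate-quality control.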
GLS inhibitor: qHTS for Inhibitors of Glutaminase (GLS); Glutaminase kidney isoform, mitochondrial (Homo sapiens), O94925; GLS enzymatic activity, qHTS titration; Potency, µM (doses to about 45.5 µM), for inactives: at the top dose activity change, negative = inhibition, usual class: inhibitors; 410,000 tested, 0.21% active; AID 624170, 2012; further: potency means the concentration at half of the fitted maximal effect; on the % scale 0 is the no-effect control and ±100 the full control effect
Target sequence (O94925 whole entry, looked up, canonical isoform): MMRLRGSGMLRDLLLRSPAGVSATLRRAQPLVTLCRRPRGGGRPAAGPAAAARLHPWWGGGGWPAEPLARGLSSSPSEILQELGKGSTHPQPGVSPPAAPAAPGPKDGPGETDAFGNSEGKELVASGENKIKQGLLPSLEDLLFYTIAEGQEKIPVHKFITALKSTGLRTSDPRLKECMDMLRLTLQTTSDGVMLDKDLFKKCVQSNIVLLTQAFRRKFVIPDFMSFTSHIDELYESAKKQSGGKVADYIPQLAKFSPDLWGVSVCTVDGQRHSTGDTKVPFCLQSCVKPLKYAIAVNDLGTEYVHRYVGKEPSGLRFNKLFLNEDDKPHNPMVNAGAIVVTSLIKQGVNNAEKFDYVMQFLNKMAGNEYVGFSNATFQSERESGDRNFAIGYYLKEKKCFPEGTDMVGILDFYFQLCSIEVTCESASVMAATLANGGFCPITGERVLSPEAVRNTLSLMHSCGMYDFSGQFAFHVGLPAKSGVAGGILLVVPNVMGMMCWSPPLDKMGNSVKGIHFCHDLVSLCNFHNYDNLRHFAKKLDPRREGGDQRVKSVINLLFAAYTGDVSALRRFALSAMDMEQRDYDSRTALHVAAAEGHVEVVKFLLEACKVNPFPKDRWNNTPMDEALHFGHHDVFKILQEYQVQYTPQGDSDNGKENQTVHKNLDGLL
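Compounds were pin-transferred onto hKGA, after which L-glutamine (1 mM solution) and a detection mix of glutamate oxidase, HRP and Amplex Red were added. Initial and 30 min RT fluorescence reads were collected.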
BAZ2B block: qHTS Assay for Inhibitors of BAZ2B; Bromodomain adjacent to zinc finger domain protein 2B (Homo sapiens), Q9UIF8; AlphaScreen BAZ2B-H3K14Ac peptide displacement; Potency, µM (titrated, usually from 114 µM), inactives show at the highest dose activity change, negative = inhibition, most hits filed as inhibitors; 360,000 tested, 4.4% active; AID 504333, 2011; further: potency means the concentration at half of the fitted maximal effect; on the % scale 0 is the no-effect control and ±100 the full control effect; nearly all actives have a fitted effect of over 60% in size
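Compounds, titrated to a top concentration of 110 uM, were incubated 30 min at room temperature with preformed BAZ2B/acetyl-K14 H3 peptide complex (50 nM each). Proximity signal was measured by AlphaScreen after 20 min with beads.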
G9a inh: qHTS Assay for Inhibitors of Histone Lysine Methyltransferase G9a. Histone-lysine N-methyltransferase EHMT2 (Homo sapiens), Q96KQ7. G9a H3K9 monomethylation, AlphaScreen, 2 h. Potency, µM (highest dose often 102 µM), for the others: top-dose activity, negative = inhibition, actives largely listed as inhibitors. 350,000 tested, 8.8% active. AID 504332, 2011; further: potency means the concentration at half of the fitted maximal effect; on the % scale 0 is the no-effect control and ±100 the full control effect; nearly all actives have a fitted effect of over 75% in size
Target sequence (Q96KQ7 913-1193 limits assumed): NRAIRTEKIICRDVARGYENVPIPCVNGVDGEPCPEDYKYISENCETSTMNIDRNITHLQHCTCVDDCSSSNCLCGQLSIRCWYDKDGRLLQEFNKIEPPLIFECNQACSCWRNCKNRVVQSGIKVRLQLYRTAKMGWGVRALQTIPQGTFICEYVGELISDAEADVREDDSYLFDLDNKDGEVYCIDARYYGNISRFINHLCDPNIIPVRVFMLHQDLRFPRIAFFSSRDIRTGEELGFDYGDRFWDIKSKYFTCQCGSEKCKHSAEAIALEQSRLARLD
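AlphaScreen detection with an anti-monomethyl H3K9 antibody quantified product after a 2 h room-temperature reaction containing 500 nM biotinylated H3K9 peptide, 20 µM SAM and 20 nM enzyme, which had been preincubated 15 min with compound.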
Pin1 inh: qHTS Assay to Find Inhibitors of Pin1; Pin1 FP peptide displacement, HiFluor488, 10 min; Potency, µM (titrated, usually from 115 µM), inactives show at the top dose activity, negative = inhibition, hits mostly inhibitors; Peptidyl-prolyl cis-trans isomerase NIMA-interacting 1 (Homo sapiens), Q13526; 390,000 tested, 0.009% active; active means well fitted inhibition curve with a large enough effect in the polarisation, with a control signal flat, not every such curve was filed as active; inconclusive means small, poorly fitted or top-dose-only effect, or effect the other way, or a change in a side signal; inactive means no such curve, though single readings can be large or run the other way; the % refers to the polarisation; further: potency means the concentration at half of the fitted maximal effect; on the % scale 0 is the no-effect control and ±100 the full control effect
Target sequence (Q13526 whole entry, looked up): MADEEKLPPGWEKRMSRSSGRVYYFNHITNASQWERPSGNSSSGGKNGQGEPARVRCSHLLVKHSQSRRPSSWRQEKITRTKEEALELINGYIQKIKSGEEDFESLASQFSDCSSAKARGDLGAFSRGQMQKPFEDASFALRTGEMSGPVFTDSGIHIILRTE
JMJD2A Tudor inh: qHTS Assay for Inhibitors of JMJD2A-Tudor Domain; Potency, µM (doses to about 114 µM), for inactives: top-dose activity change, negative = inhibition, hits mostly inhibitors; AID 504339, 2011; AlphaScreen JMJD2A-Tudor / H3K4me3 peptide binding; 390,000 tested, 4.4% active; Lysine-specific demethylase 4A (Homo sapiens), O75164; further: potency means the concentration at half of the fitted maximal effect; on the % scale 0 is the no-effect control and ±100 the full control effect; nearly all actives have a fitted effect of over 50% in size
ERG Ets-DNA blk: qHTS for Small Molecule Inhibitors of the ERG Ets/DNA interaction. Potency, µM (doses to about 76.9 µM), for inactives: at the highest dose FP activity, negative = inhibition, hits mostly inhibitors. AID 624246, 2012. 370,000 tested, 0.028% active. Transcriptional regulator ERG (Homo sapiens), P11308. fluorescence polarization, His-ERG Ets domain / labelled DNA; active means well fitted inhibition curve with a large enough effect in the polarisation, with a control signal flat; inconclusive means small, poorly fitted or top-dose-only effect, or effect the other way, or a change in a side signal; inactive means no such curve, though single readings can be large or run the other way; the % refers to the polarisation;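 further: polarization taken with two DNA probes labelled with fluorescein and Texas red; potency means the concentration at half of the fitted maximal effect; % of control where 0% means no effect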
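His-tagged ERG Ets domain (1 uM in the protein solution; 300mM KCl, 50mM Tris-HCl, 1mM EDTA, 1mM DTT, pH 7.5) received compound, then a probe mix of 5 nM fluorescein-DNA and 100nM Texas-615-DNA. Fluorescence polarization was read for both dyes.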
PGK inhibitor: qHTS Assay to Find Inhibitors of Phosphoglycerate Kinase | Potency, µM (highest dose often 57.5 µM), for inactives: top-dose activity change, negative = inhibition, usual class: inhibitors | Phosphoglycerate kinase, glycosomal (Trypanosoma brucei brucei), P07378 | PGK/GAPDH coupled, Kinase-Glo luminescence, 60 min | AID 602233, 2012 | 380,000 tested, 0.043% active; further: potency means the concentration at half of the fitted maximal effect; on the % scale 0 is the no-effect control and ±100 the full control effect; nearly all actives have a fitted effect of over 60% in size
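Recombinant glycosomal PGK reaction used 1,3-bisphosphoglycerate generated in-well by GAPDH (100nM final) in 100mM TEA pH 7.6, 5mM MgCl2, 0.01% Tween-20. After 60 minutes at room temperature, ATP was read by Kinase-Glo Plus luminescence end-point.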
* marks the source's active call; other numbers are inactive results; i = inactive; ? = inconclusive; · = not tested or not shown; & = joins results of further samples; [ ] = another dose, or the depositor's remark. Unless noted, the call rests on the fitted dose curve; in most records, active means well fitted curve in the direction sought with a large enough effect; inconclusive means small, poorly fitted or top-dose-only effect, or another doubt; inactive means no such curve, though single readings can be large; an effect the other way counts as inactive or inconclusive.

SMILES	HP1b binding inh	PI4K2A block	GLS inhibitor	BAZ2B block	G9a inh	Pin1 inh	JMJD2A Tudor inh	ERG Ets-DNA blk	PGK inhibitor
O=C(O)C(Oc1ccc2c(-c3ccccc3)cc(=O)oc2c1)c1ccccc1 (stereo unspecified)	-1%	15	-5%	5%	5%	2%	-10%	3%	5%
CC(C)(CN1CCN(c2ccccc2)CC1)NS(=O)(=O)c1ccccc1	-4%	0	13%	-2%	6%	0%	-10%	4%	0%
COc1cccc(C(=O)Nc2ccc(C(=O)O)cc2)c1	29%	-64*	9%	6%	-40%	5%	-9%	-6%	?
CCc1ccc(S(=O)(=O)c2nnn3c2nc(NCc2ccccc2OC)c2cc(Cl)ccc23)cc1	34%	0	0%	0%	-2%[59 µM]	10%	2%	-4%	1%
COc1cccc(C(=O)N2CCC(n3nccc3NC(=O)CCOc3ccccc3)CC2)c1	33%	1	0%	-18%	19%[59 µM]	-3%	-9%	-6%	14%
CCC1=C(OC(=O)N(CC)CC)N2C(=O)OC(=NCC3CC3)[C@]2(Cc2ccccc2)[C@H]2C1=CC[C@H]1C(=O)N(C)C(=O)[C@H]12	29%	-4	0%	-17%	26%[59 µM]	1%	-19%	-29%	-10%
O=C(COC(=O)c1ccc(Br)o1)NC12CC3CC(CC(C3)C1)C2	30%	5	21%	·	·	0%	-11%	6%[15.4 µM]	4%
CN1C(=O)C(C(=O)NC(C)(C)C)C2c3ccccc3OC13CCCCC23 (stereo unspecified)	12%	3	-9%	10%	2%	-2%	-25%	3%	-1%
Cc1ccc(OCC(=O)O/N=C(\N)Cc2ccc(Cl)cc2)cc1	86%[activator]	2	?	160%[activator]	97%[activator]	-2%	?	-3%	-9%
COC(=O)Oc1ccc(/C=N/NC(=O)CN(c2ccccc2Br)S(C)(=O)=O)cc1OC	13%	1	1%	-5%	10%[0.501 µM]	0%	-24%	5%	-4%
O=C(CC1SC(=O)NC1=O)Nc1ccc(Cl)cc1 (stereo unspecified)	54%[activator]	12	34%[activator]	-12%	23%	-1%	10%	-1%	5%
CC(=O)c1sc(NC(=O)c2ccc(C)c(C)c2)nc1C	30%	-3	2%	-10%	8%	-10%	0%	-2%	-7%
C#CCOCCOCCOCCNc1nc(N2CCN(C(=O)Cn3cc(CCCN=C(N)N)nn3)CC2)nc(N2CCN(C(=O)[C@H](CCCCN)n3cc(CCCC)nn3)CC2)n1	36%	-2	-11%	79µM*	-2%[2.33 µM]	-3%	-35%	-5%	-4%
O=C(O)Cc1ccc(NS(=O)(=O)c2c(Cl)cccc2Cl)cc1	41%[activator]	-2	-5%	-15%	-5%	-2%	-2%	-5%	i
CCCc1noc(-c2ccc(-c3ccccc3)cc2)n1	96%[activator]	-14	-2%	25%	84%[activator]	-6%	37%[activator]	0%	0%
CCCC(=O)NCc1nc2cccnc2n1Cc1ccc(F)cc1	25%[57 µM]	-6	7%	4%	8%[59 µM]	-1%	-11%	0%	-5%
Cc1cccc(CN2CCCC(C(=O)c3ccc4c5c(cccc35)CC4)C2)n1 (stereo unspecified)	10%	-4	5%	?	?	-1%	?	-2%	i
Cc1cccn2c(=O)c3cc(C(=O)NCc4ccc(F)cc4)c(=N)n(CCCN4CCOCC4)c3nc12	47%[activator]	2	-11%	·	·	-10%	-12%[11.4 µM]	11%	-10%
CC(C)c1ccc(COC(=O)CN2C(=O)NC3(CCCCC3C)C2=O)cc1 (stereo unspecified)	28%	-2	0%	-10%	-11%	1%	-1%	1%	2%
COc1ccc(/C=C/C(=O)N2CCN(c3ccccc3)CC2)cc1S(=O)(=O)N1CCOCC1	11%	-1	-10%	-26%	4%	0%	-12%	15%	3%

Some of the entries above in a different format:
Cc1cccn2c(=O)c3cc(C(=O)NCc4ccc(F)cc4)c(=N)n(CCCN4CCOCC4)c3nc12
  HP1b binding inh: 47%[activator]; PI4K2A block: 2; GLS inhibitor: -11%; BAZ2B block: ·; G9a inh: ·; Pin1 inh: -10%; JMJD2A Tudor inh: -12%[11.4 µM]; ERG Ets-DNA blk: 11%; PGK inhibitor: -10%
CC(C)c1ccc(COC(=O)CN2C(=O)NC3(CCCCC3C)C2=O)cc1 (stereo unspecified)
  HP1b binding inh: 28%; PI4K2A block: -2; GLS inhibitor: 0%; BAZ2B block: -10%; G9a inh: -11%; Pin1 inh: 1%; JMJD2A Tudor inh: -1%; ERG Ets-DNA blk: 1%; PGK inhibitor: 2%

Remaining list, next part:
SMILES	HP1b binding inh	PI4K2A block	GLS inhibitor	BAZ2B block	G9a inh	Pin1 inh	JMJD2A Tudor inh	ERG Ets-DNA blk	PGK inhibitor
COc1ccc(S(=O)(=O)c2c(O)c3ccc(C(=O)NCc4ccc(F)cc4)cc3[nH]c2=O)cc1	?	-2	-6%	-31%	8%[59 µM]	6%	-11%	0%	i
O=C(c1ccc(S(=O)(=O)Nc2ccccc2)cc1)N1CCCCCCC1	23%	-4	13%	-12%	78%[activator]	-9%	-23%	9%	-11%
COc1ccccc1NNC(=O)c1cccnc1Oc1ccccc1	12%	-4	?	4%	7.1µM*	-2%	-15%	-4%	i
O=C(Nc1cccc(Cl)c1Cl)C1CCN(C(=O)c2cccs2)CC1	20%	1	0%	8%	17%	0%	4%	7%	-1%
COc1ccc2oc(C(=O)N3CCN(C(=O)c4ccco4)CC3)c(C)c2c1	22%	-1	-16%	-1%	-4%[0.501 µM]	-11%	-5%	5%	-2%
Cc1ccccc1OCC(=O)Nc1nnc(COc2ccccc2)s1	33%	-1	0%	·	·	-8%	0%	-5%	1%
CC(C)(C)OC(=O)NCCCCCNC(=O)c1[nH]cnc1C(=O)N[C@@H](CCCCNC(=O)OC(C)(C)C)C(=O)OC(C)(C)C	35%	-6	-1%	6%	16%[12.7 µM]	?	-29%	2%	-4%
CN(CCCN1CCOCC1)C(=O)c1cc(COc2c(F)cccc2F)on1	32%	-2	2%	-16%	32%	3%	0%	16%	-3%
CC(C)N1CCc2c(sc(NC(=O)c3nc4ccccc4s3)c2C(N)=O)C1	-1%	1	-6%	-36%	45µM*	26%	?	6%	9%
O=C(Nc1ccc(Cn2cccn2)cc1)c1ccc(COc2ccc(Br)cc2)cc1	15%	-3	8%	3%	2%[59 µM]	-1%	-5%	2%	-11%
CC(C)(C)OC(=O)N1Cc2ccccc2C[C@H]1C(=O)NCC(=O)NC1CCCC1	22%	-1	5%	-13%[57.1 µM]	-4%	-7%	-11%	0%	-10%
COc1ccc(C(C)(C)C)cc1NC(=O)c1ccccc1-n1cnnn1	37%	-1	-6%	·	·	-2%	-14%	8%	-1%
CCc1cc(-c2n[nH]c(=S)n2CC(C)C)cs1	?	1	3%	-3%	1.8µM*	0%	28µM*	-8%	-4%
CCOC(=O)C1CCC(CNCc2ccccc2C)CC1 (stereo unspecified)	2%	-1	1%	0%	50µM*	0%	-5%	0%	-9%
COc1ccc(C)cc1NC(=O)c1ccc(N(C)S(C)(=O)=O)cc1	10%	8	1%	-2%	7%[12.7 µM]	12%	-9%	3%	-8%
CC(NC(=O)CN1C(=O)c2ccccc2C1=O)c1ccccc1 (stereo unspecified)	18%	5	17%	-22%	-20%	-3%	-3%	-7%	7%
Cc1ccccc1C(=O)n1nc(-c2ccco2)nc1NCc1ccc(Cl)cc1	-5%	-1	-1%	-15%	5%[59 µM]	0%	-7%	3%	-4%
c1cncc(-c2nnc(-c3ccco3)o2)c1	22%	5	1%	-5%	-30%	-7%	-6%	-1%	-1%
CCN(CC)CCC(c1cc(OC)c(OC)c(OC)c1)c1c(OC)cc(OC)c2c(C)cc(=O)oc12 (stereo unspecified)	16%&37%	-1	3%	9%	17%[59 µM]	-10%&6%	-25%&-11%	5%	1%
NC(=O)c1ccc(NC(=O)COC(=O)CC23CC4CC(CC(Br)(C4)C2)C3)cc1	23%	-1	2%	·	·	1%	-21%	11%	-6%
Cn1ccnc1C(O)(c1ccccc1)c1nccn1C	28%	-3	0%	-19%	·	-3%	?	76%[activator]	0%
Cc1cc(-c2csc(N)n2)c(C)n1-c1ccccc1	-14%	-24	4%	45µM*	11µM*	?	?	7%	2%
COc1ccc(-c2nnc(SCC(=O)Oc3ccc(C)cc3)o2)cc1	51%[activator]	-5	4%	2%	8%[59 µM]	-5%	-12%	-4%	-1%
CSc1nnc(-c2cccc(C)c2)n1N	30%	2	13%	4%	-3%[59 µM]	-2%	3%	9%	9%
Nc1n[nH]c2c1C1(CCCC1)Cc1ccccc1-2	17%	-9	25%	-7%	7%[59 µM]	-6%	-21%	-1%	-3%
O=C(O)CCCC(=O)Nc1ccc(S(=O)(=O)Nc2nccs2)cc1	28%	3	-2%	0%	-3%	-3%	1%	-13%	i
COc1cc(/C=N/NC(=S)Nc2cccc(C(=O)O)c2)ccc1O	?	2	48%[activator]	6%	?	-6%	-18%	0%	14%
